# PNC inhibitor = inhibitors of perinucleolar compartment assembly; PC3M PTB-GFP, PNC prevalence imaging, 16 h; active compounds read low; activity change (PNC), negative = inhibition, % at 10 µM; 140,000 compounds, 3.1% hits;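 active = readout at or below -70, meaning at least 70% loss of cells showing the perinucleolar compartment, a nuclear body marking cancer cells; inconclusive = readout between -30 and a set limit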;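 note: plate controls were DMSO wells for no effect and camptothecin positive control wells for full effect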
#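 PC3M cells stably expressing PTB-GFP, 750–1000 cells/well, treated 16 h at 37 °C with compound (23 nl of library stock), in duplicate. After paraformaldehyde fixation and Hoechst stain, imaged at 20x; PNC prevalence scored by image analysis.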
# IMPase cell inh = IMPase inhibition in cells; AID 901; P97697; 120,000 tested, under 10 active; inhibition (IP1 accumulation), % at 46.1 µM; CHO-M1 cells, IP1 accumulation, HTRF TR-FRET ratio; active = well fitted curve in the direction sought with a large enough effect in the signal ratio, not every such curve was filed as active; inconclusive = small, poorly fitted or top-dose-only effect, or a change in a side signal; inactive = no such curve, though single readings can be large or run the other way; the % refers to the signal ratio;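 note: cells stimulated with carbachol in lithium chloride buffer; plate controls were DMSO basal wells for no effect and reference inhibitor wells for full effect; higher means more IMPase inhibition seen as more IP1 and lower FRET ratio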
# Target sequence (P97697 whole entry, looked up): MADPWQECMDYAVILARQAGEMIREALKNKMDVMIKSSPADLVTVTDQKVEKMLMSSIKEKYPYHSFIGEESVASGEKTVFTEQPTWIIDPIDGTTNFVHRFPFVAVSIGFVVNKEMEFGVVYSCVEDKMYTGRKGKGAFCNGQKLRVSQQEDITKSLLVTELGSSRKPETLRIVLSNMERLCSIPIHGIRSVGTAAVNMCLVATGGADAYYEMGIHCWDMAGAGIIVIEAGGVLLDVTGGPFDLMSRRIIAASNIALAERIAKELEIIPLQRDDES
#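 Elevated IP1 in lysates lowers TR-FRET signal (665/620 ratio and 620 channel reported). Cells were CHO-M1, given carbachol (50 uM as added) plus 50mM LiCl, pH 7.4, 30 min, 37C; compounds titrated up to 46 uM; AC50 by Hill equation.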
# ALOX15B inhib = 15-hLO-2 (ALOX15B) enzyme inhibition | O15296 | purified 15hLO-2, xylenol orange hydroperoxide absorbance | Potency, µM (top dose mostly 57.1 µM), without a hit: at the highest dose activity change, negative = inhibition, usual class: inhibitors | 110,000 compounds, 0.56% hits; note: potency is the fitted concentration of half-maximal effect; nearly all actives have a fitted effect of over 60% in size; many of its hits are not listed in these tables
#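 Read-out: hydroperoxide product oxidises ferrous iron, measured as xylenol orange complex via the 573-to-405 nm absorbance ratio after 30 min. Reaction: 50 nM enzyme, 15 min compound preincubation, 45 uM arachidonic acid, 90 min RT, Hepes pH 7.5 with Triton X-100.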
# 12-hLO inh = inhibitors of human 12-lipoxygenase (ALOX12) | Potency, µM (doses to about 57.1 µM), for the others: at the highest dose activity change, negative = inhibition, usual class: inhibitors | 150,000 compounds, 0.12% hits | AID 1452 | P18054 | purified 12-hLO, xylenol orange hydroperoxide absorbance; note: potency is the fitted concentration of half-maximal effect; nearly all actives have a fitted effect of over 55% in size; many of its hits are not listed in these tables
# Target sequence (P18054 whole entry, looked up): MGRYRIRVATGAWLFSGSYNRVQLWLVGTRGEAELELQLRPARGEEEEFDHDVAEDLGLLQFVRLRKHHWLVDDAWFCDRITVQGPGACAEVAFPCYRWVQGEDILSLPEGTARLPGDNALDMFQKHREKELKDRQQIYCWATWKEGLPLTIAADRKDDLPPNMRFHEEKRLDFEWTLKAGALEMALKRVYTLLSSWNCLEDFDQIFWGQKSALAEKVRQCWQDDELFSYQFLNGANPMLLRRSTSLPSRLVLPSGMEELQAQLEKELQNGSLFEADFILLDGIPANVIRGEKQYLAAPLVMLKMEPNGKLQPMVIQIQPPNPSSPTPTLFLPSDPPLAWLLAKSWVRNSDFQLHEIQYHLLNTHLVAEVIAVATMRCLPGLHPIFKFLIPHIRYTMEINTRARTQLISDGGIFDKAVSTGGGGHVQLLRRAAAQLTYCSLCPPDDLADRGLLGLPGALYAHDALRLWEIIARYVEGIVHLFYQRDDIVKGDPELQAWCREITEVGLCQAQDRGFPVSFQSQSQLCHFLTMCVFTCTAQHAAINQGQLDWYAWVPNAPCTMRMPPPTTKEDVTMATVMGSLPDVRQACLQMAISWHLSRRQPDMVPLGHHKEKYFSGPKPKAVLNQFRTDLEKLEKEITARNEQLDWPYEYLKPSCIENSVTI
#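 Xylenol orange chromogenic assay: hydroperoxide from 12hLO oxidises Fe(II), giving red-shifted Fe(III)-XO absorbance. Conditions: 150 nM enzyme, 40 uM arachidonic acid, 25 mM Hepes pH 7.0, 0.01% Triton X-100, 30 min, room temperature.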
# * marks the source's active call; other numbers are inactive results; u = inconclusive; x = not tested or not shown; [ ] = another dose, or the depositor's remark. Unless noted, calls come from the whole dose curve; as a rule, active = well fitted curve in the direction sought with a large enough effect; inconclusive = small, poorly fitted or top-dose-only effect, or another doubt; inactive = no such curve, though single readings can be large; an effect the other way counts as inactive or inconclusive. Unless noted, % is set by controls: 0 for no effect and ±100 for the full control effect. These rows are one share of the data; count on the stated rates, not on these rows.
Structure	PNC inhibitor	12-hLO inh	ALOX15B inhib	IMPase cell inh
O=C(CSCC(=O)c1ccccc1)Nc1ccccc1Cl	7	-2%	-7%	1
C=C(C)[C@@H]1CC=C(C(=O)O)CC1	x	-2%	-7%	-2
COC(=O)c1cc2occc2n1CC(=O)Nc1ccc(OC)c(OC)c1OC	-25	-1%	-2%	2
CCOc1ccc(NS(=O)(=O)c2ccc(NC(=S)NC(=O)CC(C)C)cc2)cc1	-7	u	u	3
COCC(=O)N1CCC2(CC1)CN(Cc1ccccc1OC)C2	x	0%	7%	x
CCOC(=O)C1=C(C)N(c2ccc(C)c(C)c2)C(=O)/C1=C\c1ccco1	3	u	-26%	-1
CN(C)S(=O)(=O)c1ccc(N2CCCC2)c(C(=O)Nc2nc3ccccc3s2)c1	-9	4%	x	x
CCCOc1ccc(C(=O)NCCO)cc1	12	4%	1%	9
COc1ccc(/C=N/NC(=O)Cc2csc(Nc3cccc(C(F)(F)F)c3)n2)c(OC)c1	27	-8%	12%	3
COc1ccc(OCCCC(=O)Nc2ccc3c(c2)OCCO3)cc1	-20	5%	-18%	4
CC(C)OCP(=O)(c1ccccc1)c1ccccc1	-30	1%	-1%	6
Cc1cc(C)c(NC(=O)CC(C)(C)C)c(Cl)c1	23	-5%	11%	7
COC(=O)Nc1ccccc1C(=O)N1CCCCC1	69	1%	1%	5
COc1ccc(C(=O)c2sc3nc(C)cc(-c4cccs4)c3c2N)cc1OC	-82*	-2%	x	x
CCCCN1C(=O)C2C3C=CC(C2C1=O)C1C2C(=O)N(CCCC)C(=O)C2C31 (stereo not drawn)	u	-1%	x	u
CCOC(=O)N1CCN(C(=O)c2cnn(-c3ccccc3)c2NC(=O)c2ccccc2F)CC1	38	-2%	3%	4
CCN1CCN(CC(=O)n2c3c(c4ccccc42)CC(C)CC3)CC1 (stereo not drawn)	u	-8%	41%[activator]	9
Cc1ccc(/C=N/c2sc3c(c2C#N)CCC3)o1	76	0%	-24%	5
O=C(c1ccc2nc(N3CCCCC3)sc2c1)N1CCN(c2ccccn2)CC1	51	2%	3%	3
COC(=O)C(NC(C)=O)(Nc1nc2ccc(S(C)(=O)=O)cc2s1)C(F)(F)F (stereo not drawn)	-18	7%	1%	-8
COc1cc(CC(=O)Nc2nccs2)cc(OC)c1OC	20	0%	-2%	4
CCOC(=O)c1c(C)[nH]c(C(=O)CSc2nccc(C)n2)c1C	44	2%	x	x
Cc1ccc(-c2noc(-c3cccs3)n2)cc1	-2	-1%	8%	5
COC(=O)C1CCN(Cc2cc(=O)oc3cc(OC)ccc23)CC1	-20	-11%	-6%	-5
CCc1ccccc1NC(=O)CN(C)C(=O)CSc1nnc(Nc2cccc(C)c2C)s1	-20	0%	x	x
COc1cc(C(=O)OCC(=O)NC2CCCC2)cc(NC(=O)c2ccco2)c1OC	21	-13%	u	1
CCOC(=O)C1(C(F)(F)F)N=C(N(C)C)OC(N(C)C)=N1	-29	-4%	-8%	-2
Cc1cnc(NC(=O)CSc2nnc(Cc3ccccc3)n2C)s1	25	2%	0%	-8
CCCSc1nc2c(cnn2-c2ccc(C)cc2)c(=O)[nH]1	-19	-4%	x	u
CCN(C(=O)c1ccc2c(Cl)c3c(nc2c1)CCC3)c1ccc(C)c(C)c1	62	-3%	x	x
O=C(CC1SC2=NCCN2C1=O)Nc1ccc(Cl)cc1 (stereo not drawn)	-10	-2%	-1%	-9
CCOC(=O)c1[nH]c2cc3c(cc2c1CCCN1C(=O)c2ccccc2C1=O)OCCO3	2	-2%	-1%	13
COc1cc2cc(C)c3nnc(SCC(N)=O)n3c2cc1OC	-6	3%	-2%	1
CCN1CCN(CCn2c(=S)[nH]c3ccccc3c2=O)CC1	u	-5%	-5%	18
Cc1cccc(NS(=O)(=O)Cc2ccccc2)n1	-22	7%	x	3
O=C(CN1N=C(c2ccccc2)CCC1=O)NCCCN1CCc2ccccc2C1	-24	1%	x	2
CC1CC2(NC(=O)NC2=O)C(C)CN1C (stereo not drawn)	u	-4%	x	16
CC(C)OC(=O)c1ccc(N2C(=O)C3CC=CCC3C2=O)cc1 (stereo not drawn)	u	-3%	2%	4
CCc1cccc(NC(=O)CN(c2ccc(OC)cc2)S(=O)(=O)c2c(C)n[nH]c2C)c1	-28	u	-3%	13
C/C(=N\NC(=O)c1ccncc1)C12CC3CC(CC(C3)C1)C2	-118*	-2%	x	x
CC1=CC(C)(C)N2C(=O)C3(C(C#N)=C(N)OC4=C3C(=O)CC(C)(C)C4)c3c(C)c(C)cc1c32 (stereo not drawn)	17	-12%	-25%	-3
Cc1c(NC(=O)CSc2nc3ccccc3n2C)c(=O)n(-c2ccccc2)n1C	10	1%	1%	1
CC(=O)Nc1cccc(NC(=O)Cc2nc(-c3ccccc3)sc2-c2ccc(C)cc2)c1	7	-3%	x	x
N#CCCN(C(=O)COc1ccc(Cl)cc1Cl)c1ccccc1	46	-1%	x	x
Clc1ccc(CCNc2ncnc3nc[nH]c23)cc1	-11	4%	x	8
COc1ccc(Nc2ncnc3c2cnn3-c2ccccc2)cc1OC	13	-2%	x	6
CCN1CCN(Cc2c(O)c(Cl)cc3c(C)cc(=O)oc23)CC1	u	-10%	7%	-27
Cc1cc2ncn(C3CC(=O)N(Cc4ccccc4)C3=O)c2cc1C (stereo not drawn)	8	-4%	18%	13

# Some of the entries so far, with two lines to a compound:
# Sequence of screens: PNC inhibitor	12-hLO inh	ALOX15B inhib	IMPase cell inh
> CCN1CCN(CC(=O)n2c3c(c4ccccc42)CC(C)CC3)CC1 (stereo not drawn)
  u	-8%	41%[activator]	9
> Cc1ccc(/C=N/c2sc3c(c2C#N)CCC3)o1
  76	0%	-24%	5
> O=C(c1ccc2nc(N3CCCCC3)sc2c1)N1CCN(c2ccccn2)CC1
  51	2%	3%	3
> COC(=O)C(NC(C)=O)(Nc1nc2ccc(S(C)(=O)=O)cc2s1)C(F)(F)F (stereo not drawn)
  -18	7%	1%	-8

# (more compounds)
Structure	PNC inhibitor	12-hLO inh	ALOX15B inhib	IMPase cell inh
O=C(Nc1ccc(N2CCOCC2)c(Cl)c1)c1cccc(F)c1	u	-10%	8%	9
COc1ccc(CNC(=O)C2CCCN(S(=O)(=O)c3cc(C)ccc3OC)C2)cc1 (stereo not drawn)	-17	1%	-2%	19
COc1ccc(CCNC(=O)CSc2nnc(CNC(=O)c3cccs3)o2)cc1OC	10	-1%	-4%	-2
CCC(=O)Nc1cc(NC(=O)CSc2ncc(-c3ccc(F)cc3)n2Cc2ccco2)ccc1C	31	-6%	12%	4
CCOC(=O)c1ccc2[nH]c(C)cc(=O)c2c1	-14	-3%	-10%	1
OCCNC(=S)NC1CCCCC1	19	2%	-9%	-5
CN(C(=O)COc1nnc(-c2cccs2)c(-c2cccs2)n1)c1ccccc1	-14	-22%	-13%	7
CC(=O)Cc1nsc(NC(=O)c2ccc(Br)o2)n1	-1	-3%	x	1
COc1ccc(Cc2nnc(NC(=O)CSc3ccc(C)cc3)s2)cc1	33	-1%	x	x
CCN(C(C)=O)N(CC)c1nc(Cl)nc(NC(C)C)n1	14	0%	x	x
CCN(CC)c1ccc(/C=N/NC(=O)OC)c(O)c1	u	-16%	0%	7
Clc1ccc2c(c1)N=C(N1CCNCC1)c1ccccc1N2	x	-1%	40%[activator]	19
C/C(=N\NC(=S)NCc1ccccc1)c1ccc(C(C)(C)C)cc1	u	3%	x	x
COc1ccc(NC(=O)Nc2ccc3c(c2)N(C)C(=O)CS3)cc1Cl	-21	-11%	0%	-2
Cc1ccnc(NC2c3ccccc3C(=O)N2Cc2ccccc2Cl)c1 (stereo not drawn)	-4	-3%	x	2
CN(C)CCCNc1ccc(S(N)(=O)=O)cc1[N+](=O)[O-]	8	0%	x	x
CCOC(=O)C1CCN(C(=O)c2ccc(OCC)c(OCC)c2)CC1	21	-5%	0%	5
O=C(c1ccco1)N1CCN(C(=O)c2snc3ccc(Cl)cc23)CC1	13	0%	1%	3
CCC(C)NCCCOc1cc(Cl)ccc1Cl (stereo not drawn)	24	3%	34%[activator]	4
CCN1C(=O)c2ccccc2S(=O)(=O)c2ccc(C(=O)NCc3cccnc3)cc21	-18	-4%	-3%	u
COc1ccc(N(C(=O)CCl)C(C(=O)NC2CCCCC2)c2cccnc2)cc1 (stereo not drawn)	-8	2%	x	x
CCc1nnc(NS(=O)(=O)c2ccc(N/C=C\C(=O)c3ccc4ccccc4c3)cc2)s1	37	0%	x	x
Cc1ccc(-c2nnc(CSc3nnc(C)s3)o2)cc1	28	-3%	-6%	-2
COc1ccccc1NC(=O)c1ccccc1SC	1	-6%	-6%	4
N#Cc1nc(-c2ccc(OCc3ccccc3Cl)cc2)oc1NCCCn1ccnc1	u	2%	25%	14
C=CCn1c(C)cc(C(=O)COC(=O)COc2ccccc2C#N)c1C	-29	-4%	-4%	-13
Cc1ccc(NC(=O)c2sccc2C)cc1[N+](=O)[O-]	-105*	-3%	x	x
Cc1cc(CC(=O)O)c(C)cc1CC(=O)O	-7	4%	-1%	0
COc1ccc(C(=O)CC(c2ccccc2)C2CCCCC2=O)cc1 (stereo not drawn)	2	0%	-2%	1
COc1ccc(C(C)=O)c(O)c1	x	-2%	-1%	x
CCCS(=O)(=O)NCCc1cc2ccc(OC)cc2[nH]c1=O	27	-4%	0%	0
CS(=O)(=O)N(CC(=O)N1CCN(c2ccc(F)cc2)CC1)c1ccc(F)c(Cl)c1	u	-2%	1%	3
Cn1c(SCC(=O)N2CCN(c3ccccc3)CC2)nnc1-c1ccccc1	15	-1%	2%	4
COc1cccc(/C=N/NC(=O)c2ccc(CN3c4cccc5cccc(c45)S3(=O)=O)cc2)c1	-29	1%	x	x
Nc1nnc(SCC(=O)NN2C(=O)NC3(CCCCC3)C2=O)s1	16	0%	x	x
CCN(CC)CCSc1nc(O)c(C(C)C)c(=O)[nH]1	8	0%	0%	3
O=C(Cn1cc2c(n1)CCCCC2)NCCCN1CCOCC1	-22	-2%	-2%	-1
Cc1oc2cc(OCC(=O)O)ccc2c(=O)c1Oc1ccccc1	u	5%	8%	5
Cc1cc2c(=O)n(NC(N)=O)c(C)nc2s1	-9	0%	2%	7
Cc1nnc(SCC(=O)N2CCN(S(=O)(=O)c3ccccc3)CC2)n1Cc1ccccc1	5	-6%	-2%	-2
O=C(C(c1ccccc1)c1ccccc1)N1CCN(Cc2ccncc2)CC1	u	-1%	-8%	9
Cc1ccccc1C(=O)Nc1ccc2c(C#N)c3nc4ccccc4nc3n2c1	14	-2%	x	x
CCCCOC(=O)CSC1=C(C#N)C(c2ccccc2OC)C(C#N)C(=O)N1 (stereo not drawn)	-6	1%	-4%	-9
O=C(Nc1cnn(C23CC4CC(CC(C4)C2)C3)c1)c1cnn2c(C(F)(F)F)cc(-c3ccco3)nc12	7	-3%	u	7
CCN(CC)S(=O)(=O)c1ccc(C(=O)OCCN2C(=O)c3cccc4c(N5CCOCC5)ccc(c34)C2=O)cc1	46	0%	x	x
COc1ccc(NC(=O)C23CCC(C)(C(=O)O2)C3(C)C)cc1 (stereo not drawn)	u	1%	-1%	6
CCOC(=O)c1cc(C)sc1NC(=O)c1ccc(Cl)s1	u	-7%	0%	-4
Cn1c(NCc2ccco2)nc2c1c(=O)n(Cc1ccc(Br)cc1)c(=O)n2C	u	-15%	-17%	9
